Assay outcomes from PubChem.
CRFR2-BP antag: antagonists of CRF-BP/CRF-R2 complex, primary screen, cell-based, HEK293, calcium dye fluorescence, uHTS; CRF-induced calcium fluorescence; inhibition, % at 11.8 µM; actives 0.59% (n = 350,000); AID 588475, 2011;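 active = inhibition of the ligand-induced calcium signal above about 50% at the single tested concentration, limit read from the data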
M1 PAM parental: nonselective calcium activators in parental CHO-K1 cells, primary screen, counter-screen for M1 PAM project, cell-based, Fluo-8 calcium fluorescence, full deck, 1536-well; actives 0.02% (n = 360,000); activation, % at 3 µM; ATP EC20; 0% at ATP EC20, 100% at ATP max;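 active = activation above the run cutoff, the mean activation of all test compounds plus 3 SD, cut at about 40% in these data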;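 note: peak over basal fluorescence ratio in a 140 s read after ATP addition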
CHRM5 PAM: human M5 muscarinic receptor positive allosteric modulators, primary screen, CHO-K1 cells, Fluo-8 calcium fluorescence; actives 0.3% (n = 360,000); CHO-K1 hM5, ACh EC20 PAM; 0% = ACh EC20, 100% = ACh EC100; activation, % at 3 µM; AID 624038, 2012;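 active = activation above the run cutoff, the mean activation of all test compounds plus 3 SD, cut at about 18% in these data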
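Assay system: CHO-K1 hM5 cells. Also added: acetylcholine at EC20 concentration, added after compound. Dosing: 3 µM, single dose. Times: compound preincubation 140 s before EC20 acetylcholine addition. Signal: Fluo-8 calcium fluorescence. Measure: % activation relative to EC20 and EC100 ACh responses. Repeats: singlicate, one well per test compound.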
CHRM5 agonist: human M5 muscarinic receptor agonists, primary screen, CHO-K1 cells, Fluo-8 calcium fluorescence; CHO-K1 hM5 cells; 0% DMSO wells, 100% maximal acetylcholine response; Muscarinic acetylcholine receptor M5 (Homo sapiens), P08912; activation, % at 3 µM; actives 0.19% (n = 360,000);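 active = activation above the run's mean over test compounds plus 3 SD, cut at about 23% in these data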;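 note: signal is peak over basal fluorescence ratio across the kinetic read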
CRFR2-BP ag: agonists of CRF-BP/CRF-R2 complex, primary screen, cell-based, HEK293, calcium dye fluorescence, uHTS; CRF-binding protein / CRF receptor 2 complex (human); calcium dye fluorescence (FLIPR); percent of saturating CRF peptide response; activation, % at 13.2 µM; actives 0.46% (n = 350,000);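 active = activation of at least 50%, plus an integration ratio under a set limit after plate pattern correction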;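 note: plate controls were neutral control wells without compound for no effect and CRF at EC100 for full effect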
CHRM4 PAM: human M4 muscarinic receptor positive allosteric modulators, primary screen, CHO-K1 cells, Fluo-8 calcium fluorescence; Muscarinic acetylcholine receptor M4 (Homo sapiens), P08173; CHO-K1 hM4/Gqi5, ACh EC20; 0% = ACh EC20, 100% = maximal ACh; activation, % at 3 µM; actives 0.4% (n = 360,000);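 active = activation above its plate's cutoff, the mean activation of sample wells plus 3 SD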; note: some results filed as inactive read as strong as hits
Target sequence (P08173 whole entry, looked up): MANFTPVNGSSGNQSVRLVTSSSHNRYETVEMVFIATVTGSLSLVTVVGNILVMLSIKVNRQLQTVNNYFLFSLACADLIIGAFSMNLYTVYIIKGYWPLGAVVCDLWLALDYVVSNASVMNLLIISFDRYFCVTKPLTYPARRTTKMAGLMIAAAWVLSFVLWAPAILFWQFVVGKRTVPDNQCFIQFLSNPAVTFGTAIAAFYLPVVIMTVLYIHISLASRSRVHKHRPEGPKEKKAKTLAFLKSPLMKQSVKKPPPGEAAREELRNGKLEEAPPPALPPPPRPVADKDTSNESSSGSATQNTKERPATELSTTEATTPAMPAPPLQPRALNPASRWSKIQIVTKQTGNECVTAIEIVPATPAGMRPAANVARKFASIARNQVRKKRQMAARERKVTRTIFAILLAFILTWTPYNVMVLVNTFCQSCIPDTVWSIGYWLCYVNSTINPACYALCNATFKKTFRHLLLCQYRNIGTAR
TAAR1 antag: human TAAR1 antagonists, primary screen, Fluo-8 calcium fluorescence, CHO RD-HGA16 cells; antagonist; inhibition, % at 3 µM; actives 1.5% (n = 360,000);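 active = inhibition above a per-plate cutoff, the mean inhibition of test compounds on that plate plus 3 SD, cut at about 49% in these data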;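 note: 0% = DMSO plus EC80 beta-PEA response and 100% = DMSO alone without agonist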
Target sequence (Q96RJ0 whole entry, looked up): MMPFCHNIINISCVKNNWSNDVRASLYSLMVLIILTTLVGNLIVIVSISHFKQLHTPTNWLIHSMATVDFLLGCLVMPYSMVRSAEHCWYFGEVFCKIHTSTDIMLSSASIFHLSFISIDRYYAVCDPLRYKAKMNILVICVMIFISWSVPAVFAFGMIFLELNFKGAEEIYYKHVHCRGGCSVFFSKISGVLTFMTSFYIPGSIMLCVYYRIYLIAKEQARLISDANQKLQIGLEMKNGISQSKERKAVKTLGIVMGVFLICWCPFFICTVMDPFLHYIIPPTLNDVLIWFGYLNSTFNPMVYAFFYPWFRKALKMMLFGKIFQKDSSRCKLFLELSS
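Test system: RD-HGA16 CHO cells with stable hTAAR1 and Gα16 / Probe or stimulus: EC80 β-phenethylamine stimulus / Times: seeding 17-24 h prior, 75-min 37 °C, 30-min RT dye loading / Detection: Fluo-8 calcium-sensitive fluorescence / Read-out basis: % inhibition scaled between DMSO and EC80 PEA controls / Repeats: singlicate, one well per test compound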
TAAR1 agonist: human TAAR1 agonists, primary screen, Fluo-8 calcium fluorescence, CHO RD-HGA16 cells | Trace amine-associated receptor 1 (Homo sapiens), Q96RJ0 | actives 0.99% (n = 360,000) | vehicle wells 0%, saturating PEA agonist 100% | activation, % at 3 µM;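 active = activation above the mean activation of all test compounds in the run plus 3 SD, cut at about 38% in these data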
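Test system: RD-HGA16 (CHO) cells co-expressing Gα16 and hTAAR1 | Doses: Single dose, 3 µM | Schedule: 17-24 h seeding, 75 min 37 °C dye, 30 min RT | Evaluation: % activation from peak over basal fluorescence ratio, DMSO-to-PEA scaled | Technique: Kinetic Fluo-8 calcium fluorescence | Benchmarks: Low control DMSO, high control PEA (EC100)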
CHRM5 antagonist: human M5 muscarinic receptor antagonists, primary screen, CHO cells, Fluo-8 calcium fluorescence; CHO-hM5 cells, ACh EC80; AID 624040, 2012; inhibition, % at 3 µM; actives 0.59% (n = 360,000);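 active = inhibition above a per-plate cutoff, the mean of that plate's test compounds plus 3 SD, cut at about 27% in these data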;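 note: 0% = acetylcholine EC80 with DMSO and 100% = DMSO without agonist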
Numbers without * were called inactive; x = no result given. The order is random; overall some 4.2% were active at least once.

Start of the data: the first 3 entries, ahead of the listing:
SMILES	CRFR2-BP antag	M1 PAM parental	CHRM5 PAM	CHRM5 agonist	CRFR2-BP ag	CHRM4 PAM	TAAR1 antag	TAAR1 agonist	CHRM5 antagonist
Cc1ccc(NC(=O)COc2ccccc2)cc1S(=O)(=O)N1CCCCCC1	6	10	-17	-2	0.9	-7	37	4	15
CSCC[C@H](NC(=O)c1cccc([N+](=O)[O-])c1C)c1nc2ccccc2[nH]1	8	7	-10	3	-1.9	-5	9	5	8
Cc1cccc(N=C2NC(=O)/C(=C/C=C/c3ccco3)S2)c1C	2	8	6	-1	-2.4	13	9	-1	4

The list itself, previewed entries included:
SMILES	CRFR2-BP antag	M1 PAM parental	CHRM5 PAM	CHRM5 agonist	CRFR2-BP ag	CHRM4 PAM	TAAR1 antag	TAAR1 agonist	CHRM5 antagonist
Cc1ccc(NC(=O)COc2ccccc2)cc1S(=O)(=O)N1CCCCCC1	6	10	-17	-2	0.9	-7	37	4	15
CSCC[C@H](NC(=O)c1cccc([N+](=O)[O-])c1C)c1nc2ccccc2[nH]1	8	7	-10	3	-1.9	-5	9	5	8
Cc1cccc(N=C2NC(=O)/C(=C/C=C/c3ccco3)S2)c1C	2	8	6	-1	-2.4	13	9	-1	4
CCOC(=O)C1=C(COC(=O)CCc2ccc(F)cc2)NC(=O)NC1C (stereo not given)	1	-8	-4	2	-1.6	-4	2	12	4
CCOC(=O)c1c(NC(=O)/C=C/C(=O)O)sc(C)c1-c1ccc(C(C)(C)C)cc1	0	11	2	-9	-0.6	0	32	4	11
COc1ccc2oc(C(=O)OCC(=O)/C(C#N)=C(\C)N)c(C)c2c1	-11	5	9	1	-1.6	-2	19	3	1
Cc1nn(CC(=O)Nc2cccc(O)c2)c(=O)c2ccccc12	3	11	1	2	-2.0	6	-10	3	-3
Cc1ccc(/C(N)=N/OC(=O)Cc2ccccc2)cc1	-14	26	2	-2	0.9	4	-18	13	4
COc1cccc(C2c3[nH]c4ccccc4c3C[C@H]3C(=O)N(C4CCN(Cc5ccccc5)CC4)CC(=O)N23)c1 (stereo not given in full)	-48	7	-13	0	3.4	-14	11	7	13
O=S(=O)(Cc1ccccc1Cl)NCCOc1ccccc1	-5	18	-4	-4	-0.7	11	-7	-1	-3
COc1ccc(CNc2nc(NCc3ccc(OC)c(OC)c3)n(C(=O)c3cccs3)n2)cc1OC	-3	26	8	0	9.5	23	-35	10	-4
CCOc1ccccc1OC(=O)c1cc2ccccc2oc1=O	-5	26	5	2	-0.8	-4	19	4	-13
O=C(NC1CCC(O)CC1)c1cc(-c2ccco2)nc2ccccc12 (stereo not given)	12	20	-2	0	0.4	-2	21	1	12
CSC1=C(C#N)C(c2ccc(Cl)cc2)C2=C(CC(C)(C)CC2=O)N1 (stereo not given)	-5	-6	-5	-6	-0.9	8	11	7	3
Cc1ccc(C(=O)NC(=S)N2CCCC2)cc1	-8	-15	7	-2	-1.2	-3	-12	3	-7
CCN1CCN(c2oc(-c3ccc(OC)cc3)nc2C#N)CC1	-14	11	4	1	2.2	14	0	12	-7
CCC(=O)NNC(=O)c1cc(COc2cc(Cl)cc(Cl)c2)on1	-32	-17	-7	4	-3.6	-12	19	55*	13
COC(=O)CSC1=C(C#N)C(c2ccsc2)CC(=O)N1 (stereo not given)	2	10	-6	-5	0.1	-3	24	5	4
COc1ccccc1NS(=O)(=O)c1cc(NC(=O)c2cnccn2)ccc1N1CCOCC1	-1	3	-5	-7	-0.8	-5	-18	3	7
CN1CCN(S(=O)(=O)c2ccc(NC(=O)COc3ccccc3Cl)cc2)CC1	-42	15	2	-3	4.7	7	11	5	-8
O=C(/C=C/c1ccccc1[N+](=O)[O-])Nc1cccc(S(=O)(=O)NC2=NCCCCC2)c1	-5	-7	-10	-2	0.5	11	23	2	-3
CCOC(=O)C(NCc1ccco1)(NC(=O)c1ccccc1)C(F)(F)F (stereo not given)	18	-4	0	-4	-0.5	-1	0	3	-4
CC(=O)c1cc(C(=O)Nc2ccc(C(=O)O)cc2)oc1C	-8	12	-3	-2	1.4	0	-15	10	-3
O=C(Nc1ccccc1N1CCN(C(=O)c2ccccc2)CC1)c1cccc(Cl)c1	-1	11	-6	-1	0.6	-11	44	3	5
CCCCNc1c(CCc2ccccc2)nc2nc(C)cc(C)n12	x	-9	-5	2	x	-4	-5	-1	0
CCN(CC)c1ccc(Nc2nc(-c3cccnc3)cs2)cc1	18	15	-7	-10	-4.8	-5	-10	-2	5
CCN(CC(=O)Nc1ccc(NC(C)=O)cc1)C(=O)c1cccc(N2C(=O)c3ccccc3C2=O)c1	1	13	-2	2	-0.6	1	-12	8	7
CC1(C)CC(=O)C(Br)=C(O)C1	-6	16	6	1	-0.2	10	4	0	-21
CC(=O)NS(=O)(=O)c1ccc(NC(=O)c2ccc3c(c2)OCO3)cc1	-3	7	-3	0	-0.4	0	4	6	4
CCC(CC)NC(=O)c1cc2c(C)nn(Cc3ccccc3Cl)c2s1	18	21	8	-9	0.5	7	-44	-2	-1
COc1cc(C(=O)NNC(=O)c2cccn2C)cc(OC)c1OC	-9	1	1	3	0.6	-4	-18	3	-1
N#Cc1ccccc1OCC(=O)OCC(=O)NC1CC1	-2	3	-14	3	0.6	-1	2	7	16
COc1ccc(-c2nc3c(Cl)cc(C(F)(F)F)cn3c2Cc2ccsc2)cc1OC	x	3	5	-1	x	5	-5	0	-9
Cc1c(C(=O)NCc2ccccn2)oc2c(Cl)cccc12	-1	8	14	-1	0.4	8	-15	12	1
O=C(O)c1sccc1Oc1ccc(F)cc1[N+](=O)[O-]	-10	-4	7	-6	0.7	-1	-3	5	-3
CCOC(=O)c1ccc(NC(=S)N(CCCN2CCN(C)CC2)Cc2cccs2)cc1	-32	13	-1	-6	10	1	-17	4	4
CS(=O)(=O)N1CCc2cc(C(=O)Nc3ccccc3Cl)ccc21	-3	14	-3	1	-0.6	-5	-2	0	8
O=C(COC(=O)CCCN1C(=O)c2cccc3cccc(c23)C1=O)NC1CCS(=O)(=O)C1 (stereo not given)	-13	-19	-1	0	-1.7	5	3	1	2
O=S(=O)(c1ccc(N2CC=C(c3ccccc3)CC2)nc1)N1CCCC1	-21	5	-6	-6	2.5	3	15	1	0
COc1cc(S(=O)(=O)N2CCN3CCCC3C2)ccc1-n1cnnn1 (stereo not given)	5	-2	-2	0	-0.2	6	-1	4	5
CCOc1cc(CNc2ccc3[nH]c(=O)[nH]c3c2)ccc1OCC(=O)NC(C)(C)C	11	18	-2	-2	-0.7	7	6	3	1
CC1(C)CC(=O)C(N=Nc2ccc(S(=O)(=O)N3CCOCC3)cc2)=C(O)C1	15	-17	-6	-5	-0.1	7	-10	6	11
CN(CC(=O)Nc1ccc(N2CCOCC2)cc1)CC(=O)Nc1ccc(N2CCOCC2)cc1	6	24	4	4	0.4	-6	-21	0	-2
CCOC(=O)CSc1nnc([C@@H](NC(=O)OC(C)(C)C)C(C)C)o1	5	14	2	-7	1.9	11	2	8	-10
COc1ccccc1N(C)S(=O)(=O)c1ccc(C(=O)NC(C)(C)C)cc1	-13	18	-2	-1	0.2	-7	-6	8	5
Cn1nnc2sc3c(c2c1=O)CCCC3	42	24	9	-6	-1.6	24	16	5	-1
O=C(Oc1c(CN2CCOCC2)cc(Cl)c2cccnc12)c1ccc(F)cc1	5	2	-2	-6	-1.5	9	-4	15	1
CCOc1cc(C2C(C(=O)c3ccccc3)=C(C(=O)OC)Nc3nnnn32)ccc1O (stereo not given)	5	-8	-2	0	-0.5	9	1	4	-5
CS(=O)c1ccccc1COC(=O)Nc1cccc(Cl)c1 (stereo not given)	-14	9	2	5	-1.8	-7	8	8	-12
O=C(CNCc1ccco1)Nc1cccc(S(=O)(=O)N2CCCCC2)c1	8	13	0	0	-0.8	3	-15	3	4
COc1ccccc1Nc1nc(-c2c(C)[nH]c3ccccc23)cs1	15	22	-4	-3	-2.5	16	1	1	8
O=C1C(NS(=O)(=O)c2ccc(Br)cc2)=C(N2CCCCC2)C(=O)c2ccccc21	-24	-24	-7	-3	0.0	0	-23	-4	9
N#Cc1c(SCC(=O)Nc2nc3ccc(Br)cc3s2)sc2c(O)cc(=O)[nH]c12	1	4	-5	-3	1.1	10	-14	0	-1
Nn1c(SCC(=O)NCc2ccccc2)nncc1=O	9	-5	3	-1	-0.4	1	-3	5	-5
O=C(Nc1ccc(N2CCCC2)cc1)c1cccc(Cl)c1	-42	-7	-5	-7	0.6	-5	5	-3	4
CCOC(=O)CC1=C(C(=O)OCC)C(c2ccc(OC)c(OC)c2)C(C#N)=C(N)O1 (stereo not given)	-9	-2	10	3	0.7	-2	2	4	-5
Nc1ccc(C(=O)N2CCN(S(=O)(=O)c3ccc4c(c3)OCCCO4)CC2)cc1[N+](=O)[O-]	-1	22	-14	4	0.3	-4	33	5	8
Cc1cc2occ(CC(=O)N(C)CC(=O)Nc3ccccc3C(F)(F)F)c2cc1C	-2	11	-13	-5	0.5	0	-6	2	8
CC1(C(=O)NCc2ccc(Cl)cc2)CCN1C(=O)Cc1cccs1 (stereo not given)	x	-10	2	-2	x	6	-5	1	1
CCNC(=O)CN1C(=O)NC(Cc2ccccc2)(Cc2ccccc2)C1=O	-7	-2	-3	1	-1.4	-3	-10	6	5
Other structures
SMILES	CRFR2-BP antag	M1 PAM parental	CHRM5 PAM	CHRM5 agonist	CRFR2-BP ag	CHRM4 PAM	TAAR1 antag	TAAR1 agonist	CHRM5 antagonist
CCNC(=O)CN1c2cccc3cccc(c23)S1(=O)=O	7	9	-3	-2	0.2	15	14	7	-1
CCCCCNC(=O)C(c1ccncc1)n1c(=O)c(-c2ccccc2)nc2ccccc21 (stereo not given)	x	x	5	8	x	13	-6	1	-10
COc1cc2nc(CN(C)Cc3ccc(Cl)cc3)[nH]c(=O)c2cc1OC	8	26	8	-2	-2.0	7	-17	7	-6
COc1ccccc1CCC(=O)OCC(=O)Nc1ccc(C)c(S(=O)(=O)N2CCCCC2)c1	7	-27	-13	4	-0.1	-8	27	1	9
Cc1nnc(NC(=O)CSc2ncc(-c3ccccc3)[nH]2)s1	3	22	11	3	-4.6	9	-9	2	-2
O=C(CCNC(=O)C1CCN(S(=O)(=O)c2ccccc2)CC1)NCc1cccc(Cl)c1	0	12	-1	-2	-1.4	4	-31	4	-3
